# TbHK1 inh: T. brucei hexokinase 1 inhibition. 220,000 tested, 0.11% active. recombinant TbHK1, G6PDH-coupled NADH A340. inhibition, % at 10 µM;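 active = inhibition of 50% or more in the single-dose primary screen; inactive = inhibition below 50%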
# Furin inhibitor: inhibitors of human furin. AID 463115. purified furin, fluorogenic substrate cleavage. 220,000 tested, 0.061% active. inhibition, % at 30 µM. P09958; in the data active = inhibition above about 25%; also: inactives centre near -15
# thrombin 1536: inhibitors of human thrombin; AID 1046; alpha-thrombin, Boc-VPR-AMC fluorogenic substrate cleavage; inhibition, % at 5 µM; 220,000 tested, 0.26% active; P00734;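 active = inhibition at or above 40%; inactive = inhibition below 40%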;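 also: 0% = enzyme with no compound and 100% = wells without enzyme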
#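 Assay system: human alpha-thrombin enzyme. Reagent: Boc-VPR-AMC substrate, 15 µM final. Compound dosing: one concentration per compound, 5 µM, with 0.2% DMSO. Incubation: room-temperature reaction. Technique: AMC fluorescence, 355/460 nm. Measure: % inhibition relative to enzyme controls and enzyme-free blanks.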
# PPC-1+TRAIL kill: compounds killing PPC-1 cancer cells with TRAIL present (potentiator screen, no TRAIL-free arm). cell killing (% activity), % at 4 µM. 220,000 tested, 0.41% active. PPC-1 cells + TRAIL, ATPLite viability luminescence;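 active = cell killing above 50% in the first pass at 4 µM, then a duplicate retest at 5 µM averaging 50% or more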;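 also: plate controls were cells with TRAIL plus DMSO for no effect and medium-only wells lacking cells for full effect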
# EBV gp42 inh: inhibitors of Epstein-Barr virus glycoprotein 42. Q1HVG2. AID 1085. inhibition, % (tested at 21.74 µM). Fluorescence polarization binding assay, mP read-out. 220,000 tested, 0.42% active; in the data active = inhibition above about 50%
# TRPN1 ag: activates the zebrafish TRPN1 channel; HEK293 zebrafish TRPN1-YFP, Fluo-8 calcium fluorescence; 100% = response to 87 µM carbachol; 220,000 tested, 0.18% active; activation, % at 3 µM;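 active = activation above its plate's cutoff, the mean activation of test wells on that plate plus 3 SD, cut at about 19% in these data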;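 also: 0% = DMSO alone and 100% = 87 µM carbachol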
#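 Material – zebrafish TRPN1-YFP in HEK293 cells · Doses – 3 µM single point · Schedule – dye 1 h 37 °C plus 30 min RT · Signal – Fluo-8 calcium fluorescence, excitation 470-495 nm, emission 515-575 nm · Read-out – % activation versus carbachol response · Control set – carbachol high, DMSO low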
# KCC2 mod: modulators of human KCC2 chloride dependent transport; B-score of Tl+ flux slope (higher = more flux/activation; lower = inhibition) at 10 µM; 190,000 tested, 2.2% active; Q9H2X9; KCC2 cells, thallium flux FluoZin-2 fluorescence;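 active = thallium flux slope and its plate-corrected score both differing from the plate sample mean at a set confidence after two filtering rounds, in either direction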;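 also: slope of fluorescence scaled to starting intensity during 10 to 20 s after thallium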
# Target sequence (Q9H2X9 whole entry, looked up): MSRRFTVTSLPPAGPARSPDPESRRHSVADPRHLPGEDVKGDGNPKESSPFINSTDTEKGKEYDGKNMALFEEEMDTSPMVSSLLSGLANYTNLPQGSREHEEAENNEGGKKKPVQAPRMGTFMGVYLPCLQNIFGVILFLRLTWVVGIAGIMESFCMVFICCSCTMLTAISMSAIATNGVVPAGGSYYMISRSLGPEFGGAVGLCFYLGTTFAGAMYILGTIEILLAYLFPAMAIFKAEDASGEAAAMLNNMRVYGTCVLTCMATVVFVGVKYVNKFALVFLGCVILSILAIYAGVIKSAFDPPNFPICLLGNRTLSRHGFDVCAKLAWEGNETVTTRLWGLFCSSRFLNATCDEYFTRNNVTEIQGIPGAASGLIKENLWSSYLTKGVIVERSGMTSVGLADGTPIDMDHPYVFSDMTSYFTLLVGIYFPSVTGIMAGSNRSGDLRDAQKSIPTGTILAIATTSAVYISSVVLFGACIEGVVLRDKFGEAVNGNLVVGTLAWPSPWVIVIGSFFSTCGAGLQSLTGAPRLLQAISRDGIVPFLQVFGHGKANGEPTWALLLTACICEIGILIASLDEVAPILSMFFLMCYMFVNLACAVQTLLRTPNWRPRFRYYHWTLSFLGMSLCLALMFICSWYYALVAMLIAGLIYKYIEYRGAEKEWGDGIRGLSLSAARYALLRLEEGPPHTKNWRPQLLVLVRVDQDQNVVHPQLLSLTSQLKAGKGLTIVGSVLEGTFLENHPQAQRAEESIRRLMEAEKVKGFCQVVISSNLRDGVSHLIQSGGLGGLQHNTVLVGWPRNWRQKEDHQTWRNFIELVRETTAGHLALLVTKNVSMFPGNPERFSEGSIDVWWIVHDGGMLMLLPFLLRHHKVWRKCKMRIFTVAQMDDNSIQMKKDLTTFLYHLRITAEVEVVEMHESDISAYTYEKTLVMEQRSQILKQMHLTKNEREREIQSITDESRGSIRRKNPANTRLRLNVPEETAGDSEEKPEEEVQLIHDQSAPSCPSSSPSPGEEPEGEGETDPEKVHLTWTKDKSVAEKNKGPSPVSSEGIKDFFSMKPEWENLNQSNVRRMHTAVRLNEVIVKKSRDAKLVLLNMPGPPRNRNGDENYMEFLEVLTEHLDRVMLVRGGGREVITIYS
# TRPML3 ag: human mucolipin-3 channel agonism; activation, % at 3 µM; Q8TDD5; AID 1448; HEK293 TRPML3-YFP, Fluo-8 calcium fluorescence; 100% = the carbachol control signal; 220,000 tested, 0.29% active;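 active = activation above its plate's cutoff, the mean activation of the plate's test wells plus 3 SD, cut at about 12% in these data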;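 also: 0% = DMSO only wells and 100% = carbachol wells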
#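 Material: HEK293 cells stably carrying human TRPML3-YFP; compound dosing: single dose, 3 µM final nominal compound, 0.3% DMSO final; incubation: 1-h 37 °C dye load, 5-s basal, 120-s post-compound reads; technique: Fluo-8 intracellular calcium fluorescence, excitation 470-495 nm, emission 515-575 nm; read-out basis: percent activation from peak-to-basal fluorescence ratio, scaled between DMSO and carbachol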
# m-calpain inh: inhibitors of pig calpain II; inhibition, % at 16 µM; 220,000 tested, 0.37% active; AID 1236; purified calpain II, fluorogenic peptide substrate, 30 min;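 active = inhibition above about 50%, limit read from the data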
# Active calls of the source: *; i = inactive; nt = no result given; [ ] = remark or other dose.
SMILES,TbHK1 inh,Furin inhibitor,thrombin 1536,PPC-1+TRAIL kill,EBV gp42 inh,TRPN1 ag,KCC2 mod,TRPML3 ag,m-calpain inh
O=C(Nc1ccc(N2CCOCC2)c(Cl)c1)c1ncn[nH]1,0,-19,-4,29,5,1.5,-0.35,0.7,24
Cc1[nH]c2ccccc2c1/C=N/Nc1nc2ccccc2[nH]1,-59,4,-8,27,16,2.0,-0.12,1.2,18
Cc1ccc(-c2nc(N)sc2CC(=O)OCC(=O)NCCC(C)C)cc1,14,-12,-3,6,-24,-0.9,0.16,-0.4,-80
COc1cc(C(=O)O/N=C2/C=CC(=O)C(C)=C2C)cc(OC)c1OC,-9,-22,-4,8,-4,1.1,nt,0.7,-3
CCCCC(CC)CNC(=O)CCCCn1c(=O)[nH]c2ccsc2c1=O (stereo not drawn),-1,-21,-13,2,-1,-0.3,-0.71,-0.3,14
COc1ccccc1NC(=O)COC(=O)c1cnc(C)cn1,-4,-33,-3,0,9,1.9,-0.47,1.0,-16
O=S(=O)(N1CCCCC1)N1CCN(c2ccc(F)cc2)CC1,-1,-12[20 µM],-5,-4,-12,0.8,-0.52,1.2,-3
CCOC(=O)C1CCCN(Cc2cc(Br)ccc2OC)C1 (stereo not drawn),-2,-16,-4,5,-8,-1.4,-0.16,0.0,-9
O=C(CN1CCN(C(=O)c2cccc(F)c2)CC1)NC1CCCCC1,6,-16,-1,-3,-12,1.8,0.45,0.5,0
CN(C)/C=N/c1cc(=O)n(C)c(=O)n1Cc1ccccc1,-5,-21,1,8,-7,0.7,1.4,0.7,2
O=C(COC(=O)Cc1ccsc1)NCc1ccccc1,2,-11,-4,-15,-11,0.8,0.27,0.0,-8
Cc1nnc(SCc2ccccc2)n1N,-3,-15,1,1,-12,0.1,0.013,0.4,3
COCCNC(=S)Nc1cc(OC)c(OC)cc1C#N,-13,3,1,6,-10,-1.3,0.59,-0.1,21
O=C(COC(=O)c1cccc2ccccc12)NCC1CCCO1 (stereo not drawn),3,-22,-3,8,-10,0.3,0.0016,0.9,-15
Cc1nc2ccccc2n1C(=O)c1ccc(Cl)cc1[N+](=O)[O-],2,-27,1,13,4,0.9,0.6,1.3,-23
Cc1cc(Sc2nnc(N)s2)c2ccccc2n1,-9,-13,-5,4,1,-1.4,0.56,0.0,25
COc1cc(/C=C2\SC(c3ccc(C)cc3)=NC2=O)ccc1O,-22,-11[20 µM],6,7,-11,1.2,nt,-0.3,-92
CCn1c(Cc2ccccc2)nnc1SCC(=O)Nc1ccccc1N1CCOCC1,3,-16[20 µM],-1,7,-1,-0.1,-0.011,-0.4,-12
CCCCCCC1CCC(C(=O)N2CCOCC2)CC1 (stereo not drawn),0,2,3,0,3,0.3,0.081,0.8,-15
COCc1nnc(NC(=O)c2cc(OC)c(OC)cc2[N+](=O)[O-])s1,-14,-13,-7,26,6,0.7,0.99,0.1,-10
CCNc1nc2nc3ccc(C)cn3c(=O)c2cc1C(=O)NCC1CCCO1 (stereo not drawn),-2,-164,-44,0,0,2.0,1.8,0.7,i
Cc1cc(C)cc(N(C(=O)c2ccc3c(c2)OCO3)C2C=CS(=O)(=O)C2)c1 (stereo not drawn),2,-17,0,11,-18,1.1,0.39,0.3,-29
CCCCNC(=O)N1CCN(c2ncccn2)CC1,-3,-16,-6,13,-18,-1.4,0.76,0.2,3
COCCNC(=O)C(c1ccc(Cl)cc1)N(C(=O)Cn1nnc2ccccc21)c1cccnc1 (stereo not drawn),-6,-12,8,18,-10,-0.9,0.61,0.5,-9
COC(=O)CSc1nnc(CCc2nc3ccccc3[nH]2)n1C,7,-12[20 µM],2,7,-20,-1.7,-0.56,0.4,-9

# New compounds follow:
SMILES,TbHK1 inh,Furin inhibitor,thrombin 1536,PPC-1+TRAIL kill,EBV gp42 inh,TRPN1 ag,KCC2 mod,TRPML3 ag,m-calpain inh
Cc1ccc(-n2c(SCC(=O)N(C)C3CCS(=O)(=O)C3)nc3ccccc3c2=O)cc1 (stereo not drawn),-4,0,-13,37,-10,-0.1,-0.31,0.1,-8
COc1ccc(C(=O)COC(=O)C(CCCCN2C(=O)C3C4C=CC(C4)C3C2=O)N2C(=O)C3C4C=CC(C4)C3C2=O)cc1 (stereo not drawn),-14,-15[20 µM],1,14,-6,2.7,1.2,1.3,12
O=C(NN=C(Cc1ccccc1)Cc1ccccc1)c1ccccc1F,-1,-24,0,5,-26,-0.6,0.15,0.1,9
Cc1ccc(N2C(=O)[C@@H]3C(c4cccnc4)=NO[C@@H]3C2=O)cc1,-8,-18,-14,17,-1,0.3,-0.79,0.3,5
CCN(Cc1ccncc1)C(=S)Nc1c(C)cccc1C,-2,-11,-4,2,0,0.1,0.48,0.6,20
CCCCNC(=O)c1onc(CSc2ccc(C)c(C)c2)c1C(=O)O,1,-17[20 µM],0,-3,-10,0.2,0.013,1.1,-14
NC(=O)c1ccc(Oc2ccc(Cl)c3ccccc23)c([N+](=O)[O-])c1,-2,-18,-5,15,3,-0.1,nt,0.2,-5
CCOC(=O)/C(=N\Nc1ccccc1)P(=O)(c1ccccc1)c1ccccc1,-42,24,-3,26,7,-1.3,-2.3,-0.4,25
COc1ccc(-c2coc3cc(OC)cc(OC)c3c2=O)cc1,-11,-20,2,15,-3,0.7,0.031,-0.5,-4
O=C(Nc1ccc2c(c1)OCO2)C1CCN(S(=O)(=O)c2ccc3c(c2)OCCO3)CC1,0,-20,-2,3,4,1.0,nt,0.5,-11
CCOc1cc(CNCCO)cc(Br)c1OCc1cccs1,2,-17[20 µM],0,17,5,-3.5,nt,0.8,14
Cc1cc(C2C(C#N)=C(N)OC3=C2C(=O)CC(C)(C)C3)c(C)s1 (stereo not drawn),2,-4[20 µM],0,7,1,-0.2,-0.47,-0.4,14
CSc1ccc(/C=C/C(=O)Nc2ccccc2)cc1,-10,-3,-6,64*[5 µM],-13,0.6,-0.66,-0.1,-36
CCc1ccc(OCC(=O)N/N=C(\C)c2ccc(O)cc2O)cc1,-11,-15,-3,7,6,-0.7,-0.92,-0.6,-10
Cc1ccc(-n2c(COc3ccccc3)n[nH]c2=S)cc1,0,-16,-6,10,-14,0.7,-0.54,0.4,-20
O=C(Cn1cnc2c(nnn2Cc2ccc(F)cc2)c1=O)OCc1ccccc1,5,-19[20 µM],2,0,2,0.0,-2.1,-0.1,12
Cc1ccc(NC(=O)c2nc[nH]c2C(=O)NCC(=O)OC(C)(C)C)cc1,-5,-32,1,8,-11,nt,0.024,nt,-12
COC(=O)c1ccccc1S(=O)(=O)N(Cc1cc2cc3c(cc2[nH]c1=O)OCO3)C1CCCCC1,-4,-7[20 µM],-2,10,-9,0.3,-0.82,-0.1,-3
CC(C)(C)C1CCC(OC(=O)CCC(=O)Nc2ccccc2)CC1 (stereo not drawn),4,-14,-1,-13,-2,0.6,-1.4,0.9,34
COc1ccc(Nc2nc(C)cc(=O)[nH]2)cc1,-9,-19[20 µM],1,-14,-19,-0.1,0.52,0.5,-40
CC(C(=O)NCCCc1ccccc1)c1ccc([N+](=O)[O-])cc1 (stereo not drawn),-4,-15,1,18,4,0.7,-1.7,1.2,-10
CCOC(=O)c1cn(-c2ccc(F)c(F)c2)c2c(F)c(F)c(F)c(F)c2c1=O,-10,-10,3,19,-13,-0.3,nt,-0.2,-20
Cc1cccc(NC(=S)NCc2ccc3c(c2)OCO3)c1,18,-17,-3,28,-16,-0.6,-1.3,0.5,2
CCn1c(=O)c([N+](=O)[O-])c(Cl)c2ccccc21,-1,-14,-6,12,-6,0.6,-2.4,4.0,19
CN(C)CC(CCCCC(CN(C)C)C(=O)c1ccccc1)C(=O)c1ccccc1 (stereo not drawn),-8,-19,2,11,-7,0.1,-0.017,0.5,-15

# Next part
SMILES,TbHK1 inh,Furin inhibitor,thrombin 1536,PPC-1+TRAIL kill,EBV gp42 inh,TRPN1 ag,KCC2 mod,TRPML3 ag,m-calpain inh
CC1(C)Cc2c(c(-c3ccco3)nc3sc4c(NCCCO)ncnc4c23)CO1,-44,-24,-3,19,-13,-1.1,-0.066,-0.8,-179
CCOCCCNC(=O)C1CCCN1S(=O)(=O)c1ccc(Cl)cc1 (stereo not drawn),3,-20,2,-3,-7,0.8,nt,0.0,-6
Cn1c(NNC(=O)CCC2CCCCC2)cc(=O)n(C)c1=O,-1,3,-4,-14,-1,-2.0,1.2,0.0,10
CCC(=O)Nc1ccc2oc(-c3cccnc3)nc2c1,-10,-22,-11,3,-3,1.6,0.13,1.2,-301
CCCCOC(=O)c1ccc(NC(=O)c2c(OC)cccc2OC)cc1,4,-26,-3,20,-3,0.7,-0.073,0.4,17
COc1ccc(C(C(=O)NC2CCCCC2)N(CC2CCCO2)C(=O)C2COc3ccccc3O2)cc1OC (stereo not drawn),0,-24[20 µM],-1,13,5,1.1,-0.46,0.2,-13
C=CCNC(=O)C1CC(=O)N(c2ccc(C)cc2)C1 (stereo not drawn),-8,-22,-9,25,-4,2.3,nt,0.8,-11
C=CCNC(=O)C1CC(=O)N(c2ccc(OCC(=O)Nc3ccccc3)cc2)C1 (stereo not drawn),0,-21[20 µM],-18,12,-17,1.0,0.7,0.8,9
COc1cc(/C=C2\CC/C(=C\c3ccc(OCCO)c(OC)c3)C2=O)ccc1OCCO,-24,0,-1,5,-49,50*,i,27*,-169
c1ccc(NCc2nc(-c3ccccc3)no2)cc1,2,-10[20 µM],-8,18,1,-0.7,0.016,0.5,24
COc1ccc(CSCC(=O)N/N=C/c2ccccc2O)cc1,4,-6,18,25,16,2.4,0.7,0.0,-104
O=C(O)c1oc2ccccc2c1CN1CCN(c2ccccc2)CC1,1,-27,-5,27,-13,1.1,-0.25,1.3,-10
COc1cccc(C(=O)NN2C(=S)N(c3ccccc3)C(=O)C2CC(N)=O)c1 (stereo not drawn),-1,-12,-3,8,-20,0.7,0.11,1.3,-4
O=C(CSc1nc(-c2ccc(F)cc2)nc2ccc(F)cc12)Nc1cccc(C(=O)O)c1,-5,-17,-6,0,9,0.1,-0.62,0.8,-37
COc1ccc(NC(=O)C2CCCN(S(=O)(=O)c3cccs3)C2)cc1OC (stereo not drawn),-2,-30[20 µM],-1,-22,-2,-0.1,nt,0.8,-13

# Profiles, quoted from the list. Values in the order: TbHK1 inh | Furin inhibitor | thrombin 1536 | PPC-1+TRAIL kill | EBV gp42 inh | TRPN1 ag | KCC2 mod | TRPML3 ag | m-calpain inh
# Results for CN(C)/C=N/c1cc(=O)n(C)c(=O)n1Cc1ccccc1 = -5 | -21 | 1 | 8 | -7 | 0.7 | 1.4 | 0.7 | 2
# Results for O=C(CN1CCN(C(=O)c2cccc(F)c2)CC1)NC1CCCCC1 = 6 | -16 | -1 | -3 | -12 | 1.8 | 0.45 | 0.5 | 0

# Arranged by value in TRPML3 ag (largest number first): 5 from the list above
mol	TbHK1 inh	Furin inhibitor	thrombin 1536	EBV gp42 inh	KCC2 mod	TRPML3 ag	m-calpain inh
O=C(O)c1oc2ccccc2c1CN1CCN(c2ccccc2)CC1	1	-27	-5	-13	-0.25	1.3	-10
C=CCNC(=O)C1CC(=O)N(c2ccc(C)cc2)C1 (stereo not drawn)	-8	-22	-9	-4	nt	0.8	-11
c1ccc(NCc2nc(-c3ccccc3)no2)cc1	2	-10[20 µM]	-8	1	0.016	0.5	24
CCCCOC(=O)c1ccc(NC(=O)c2c(OC)cccc2OC)cc1	4	-26	-3	-3	-0.073	0.4	17
CC1(C)Cc2c(c(-c3ccco3)nc3sc4c(NCCCO)ncnc4c23)CO1	-44	-24	-3	-13	-0.066	-0.8	-179

# Source: PubChem BioAssay (several laboratories)
